Source: PubChem BioAssay (several laboratories)
LYP phosphatase: inhibitors of LYP phosphatase, biochemical, fluorescence intensity, uHTS (AID 1779). recombinant LYP phosphatase, fluorescence intensity; higher % means a stronger effect. one-dose inhibition, % at 11.5 µM; IC50 in µM for titrated hits. 0.054% of 290,000 active;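 note: plate controls were vehicle with enzyme for no effect and no enzyme for full effect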
P. falciparum M17LAP: P. falciparum M17LAP inhibitors, primary screen, biochemical, fluorogenic H-Leu-NHMec substrate, 1536-well (AID 1619); recombinant M17LAP, H-Leu-NHMec fluorogenic kinetic assay; higher % means a stronger effect; one-dose inhibition, % at 30 µM; IC50 in µM for titrated hits; 0.38% of 220,000 active;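 active = compound inhibiting the enzyme by more than half at any dose during confirmatory dose-response retesting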;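 note: plate controls were full reaction with DMSO carrier for no effect and no enzyme background for full effect; strong numbers were not always called active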
human PMI inhibitors: MPI inhibition at elevated mannose 6-phosphate – biochemical, fluorescence intensity, high mannose 6-phosphate, primary screen (AID 1220) | recombinant PMI enzyme, coupled fluorescence intensity; higher % means a stronger effect | one-dose inhibition, % at 20 µM; IC50 in µM for titrated hits | 0.66% of 190,000 active
M1AAP inhibition: P. falciparum M1AAP inhibitors, biochemical, fluorogenic H-Leu-NHMec substrate, 1536-well (AID 1445). recombinant M1AAP, H-Leu-NHMec fluorogenic kinetic assay; higher % means a stronger effect. inhibition, % at 30 µM, or IC50 in µM where a hit was titrated. 0.42% of 220,000 active;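 active = primary inhibition above the hit cutoff, then over 50% inhibition at one or more dose response concentrations, cut at about 23% in these data, passing the limit was not always enough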;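 note: plate controls were DMSO full reaction for no effect and no enzyme background for full effect; strong numbers were not always called active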
human PMI inhibition: inhibitors of human PMI, primary screen, biochemical, fluorescence intensity, coupled assay (AID 1209); one-dose inhibition, % at 20 µM; IC50 in µM for titrated hits; 0.42% of 190,000 active; purified PMI enzyme, coupled fluorescence intensity; higher % means a stronger effect;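 note: plate controls were DMSO vehicle for no effect and wells lacking substrate for full effect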
Myeloid diff MLP: compounds promoting myeloid differentiation; calls only at 10 µM; 1% of 360,000 active; ER-HoxA9 myeloid progenitors, lysozyme-GFP differentiation, flow cytometry;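 active = normalized GFP-positive differentiation at or above the plate's own cutoff, the solvent-only control mean plus 3 SD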;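 note: cells exposed to compound for four days before flow analysis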
TNAP activation fold: human TNAP enzyme activators, primary screen, biochemical, luminescent, no phosphate acceptor, uHTS (AID 1001) | 0.03% of 200,000 active | activation fold at 20 µM, or EC50 in µM where a hit was titrated | purified TNAP, luminescent activation assay, no phosphate acceptor; higher activation fold means a stronger effect; in the data active = activation fold from about 3, or a potency from the dose series; inactive = the rest, 99 in 100 with activation fold below about 1.6; note: many of its hits are not listed in these tables
XIAP antagonists: XIAP antagonists, biochemical, IAP family, fluorescence polarization (AID 1018). XIAP BIR domain, fluorescence polarization peptide displacement; higher % means a stronger effect. 0.007% of 200,000 active. displacement, % at 20 µM; hits with a dose series show IC50 in µM; in the data active = displacement above about 50%; note: a part of the inactive calls stands beside numbers as strong as those of hits
ER stress rescue: protection against thapsigargin-triggered cell killing – 384-well, CSM14.1, ATP luminescence, primary screen (AID 1222). CSM14.1 thapsigargin-induced death rescue, ATP luminescence; higher % means a stronger effect. one-dose cellular ATP content (survival), % at 20 µM; EC50 in µM for titrated hits. 190,000 tested, under 10 active;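 active = EC50 below 50 µM in the dose-response confirmation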;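 note: death triggered by thapsigargin at about 15 µM added after 2 h compound pretreatment; cell ATP read after overnight thapsigargin exposure of roughly 18 to 22 hours; normalized against plate controls of thapsigargin alone and 5% DMSO vehicle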
Myeloid diff MLP GFP+ MAC1+ %: recorded beside Myeloid diff MLP, whose call it bears; GFP+ MAC1+ double positive, %; measured here: differentiation confirmed by MAC1 staining
An asterisk follows results filed as active; i = inactive; nt = no result given. Cut-off read from the data, not from the text of the source, unless noted: active = inhibition above about 50%; inactive = the rest.

SMILES | LYP phosphatase | P. falciparum M17LAP | human PMI inhibitors | M1AAP inhibition | human PMI inhibition | Myeloid diff MLP | Myeloid diff MLP GFP+ MAC1+ % | TNAP activation fold | XIAP antagonists | ER stress rescue
COc1ccc(/C=C(\C#N)C(=O)Nc2cc(C)c(Cl)cc2OC)cc1O | -6% | 11% | nt | 8% | nt | i | 0.5 | nt | nt | nt
CCOc1ccc2cc(S(=O)(=O)N3CCOCC3)ccc2c1 | -7% | -9% | 14% | 5% | 12% | i | 0.9 | 1.1 | -2.0% | -1.7%
COc1ccc(S(=O)(=O)N2Cc3ccccc3CC2C(=O)N2CCOCC2)cc1OC (stereo not drawn) | -4% | 12% | -2% | -2% | -2% | i | 0.4 | 1.1 | -4.8% | -0.8%
CCn1c(CNC(=O)c2ccc(OC)c(OC)c2)nnc1SCC(=O)Nc1ccc(OC)cc1 | -7% | 35% | -7% | -3% | -4% | i | 1.9 | 1.1 | -8.2% | 0.1%
CCc1cccc(C)c1NC(=O)CSc1nnc(-c2ccco2)n1N | -6% | 9% | -4% | 1% | -13% | i | 3.8 | 1.1 | -6.2% | -1.7%
CC1CCN(c2ccc(C(=O)Nc3nnc(C4CC4)s3)cc2[N+](=O)[O-])CC1 | 5% | -1% | 5% | 1% | 9% | i | 0.7 | 0.8 | -4.7% | -1.7%
C/C=C\C(=O)Nc1cccc(C2=NOC3(C2)C[C@H](C(N)=O)N(C(=O)Cc2ccc([N+](=O)[O-])cc2)C3)c1 (stereo partly drawn) | 4% | -6% | nt | 1% | nt | i | 1.9 | nt | nt | nt
CC(C)NCC(O)COCCOc1ccc(C(C)(C)C)cc1 (stereo not drawn) | 2% | 0% | 2% | -1% | 11% | i | 0.1 | 1.1 | -2.4% | 0.2%
NC(=O)c1c(NC(=O)C2CCCO2)sc2c1CCC2 (stereo not drawn) | 2% | 40% | 20% | 3% | 18% | i | 0.7 | 1.1 | -0.2% | 0.0%
O=C(Nc1ccc2c(c1)OCCO2)C1CCN(C(=O)c2ccc(Br)cc2)CC1 | -14% | -16% | -7% | -8% | -4% | i | 5.8 | 1 | -10% | -4.0%
CC(=O)CSc1nc2cc3c(cc2cc1C#N)OCCO3 | -6% | -1% | -102% | -3% | -54% | i | 0.1 | 1.1 | 1.9% | -2.0%
N#Cc1ccc(-c2ccc(F)cc2)nc1Oc1ccc(F)cc1 | -6% | -3% | 4% | 2% | 7% | i | 1.1 | 1.1 | -3.4% | 3.1%
COc1cccc(-c2nc(Cc3ccc(OC)c(OC)c3)no2)c1 | 0% | 0% | 16% | 4% | 7% | i | 1.2 | 1 | -12% | 1.2%
CCN(CC)S(=O)(=O)c1ccc(-c2nnc3sc4cccc(C)c4n23)cc1 | 8% | -7% | -7% | 6% | -12% | i | 2.6 | 0.9 | -4.3% | 0.5%
CCc1ccc(OCC(=O)NC(=S)Nc2ccc(C(=O)O)cc2)cc1 | -6% | -6% | nt | 4% | nt | i | 0.1 | nt | nt | nt
Cc1cc(=O)[nH]c2n[nH]c(-c3ccccc3)c12 | -9% | -1% | 8% | 1% | -1% | i | 0.5 | 1 | -1.3% | -0.9%
O=C(Nc1ccc(-c2cn3ccccc3n2)cc1)c1cccs1 | -3% | -9% | -15% | 0% | -5% | i | 0.3 | 1.1 | -4.1% | -3.1%
CC(=O)Nc1c(Br)cc(N2C(=O)CCC2=O)cc1Br | -6% | 17% | -3% | -2% | -8% | i | 1.0 | 1.1 | 0.4% | -0.9%
COc1cc(C=O)ccc1OCc1ccc(Cl)nc1 | -1% | 3% | 0% | -1% | 3% | i | 0.4 | 1 | -3.8% | 4.6%
O=C(CN1CCOCC1)Nc1ncc(Br)cc1Br | -1% | 10% | -3% | 2% | 4% | i | 0.7 | 1.1 | -4.5% | 3.0%
Cc1oc2c(cc(NS(=O)(=O)c3cccs3)c3ccccc32)c1C(=O)OC(C)C | -6% | 10% | 42% | 4% | 9% | i | 0.9 | 1.1 | 3.2% | 2.6%
Cc1cc(C)c(S(=O)(=O)N2CCC(C(=O)NCc3ccco3)CC2)c(C)c1 | -2% | 12% | 7% | 16% | 18% | i | 0.8 | 1.1 | -2.0% | -1.1%
CC(=O)N1CCC(N(C(=O)Nc2c(F)cccc2F)C(C)C)CC1 | -7% | -1% | -12% | 1% | -11% | i | 1.2 | 1.1 | -4.8% | -0.7%
CC1CC(C)CN(C(=O)C(NS(=O)(=O)c2ccc3c(c2)oc(=O)n3C)C(C)C)C1 (stereo not drawn) | 0% | -5% | 11% | 3% | 3% | i | 2.1 | 1.1 | -1.6% | 0.0%
COc1ccccc1N1C(=O)CC(Sc2nccc(C)n2)C1=O (stereo not drawn) | -5% | 2% | -11% | 0% | 3% | i | 0.5 | 1 | -4.8% | -1.9%

In the list so far, 3 have a cyano group.
SMILES | LYP phosphatase | P. falciparum M17LAP | human PMI inhibitors | M1AAP inhibition | human PMI inhibition | Myeloid diff MLP | Myeloid diff MLP GFP+ MAC1+ % | TNAP activation fold | XIAP antagonists | ER stress rescue
COc1ccc(/C=C(\C#N)C(=O)Nc2cc(C)c(Cl)cc2OC)cc1O | -6% | 11% | nt | 8% | nt | i | 0.5 | nt | nt | nt
CC(=O)CSc1nc2cc3c(cc2cc1C#N)OCCO3 | -6% | -1% | -102% | -3% | -54% | i | 0.1 | 1.1 | 1.9% | -2.0%
N#Cc1ccc(-c2ccc(F)cc2)nc1Oc1ccc(F)cc1 | -6% | -3% | 4% | 2% | 7% | i | 1.1 | 1.1 | -3.4% | 3.1%

The results go on:
SMILES | LYP phosphatase | P. falciparum M17LAP | human PMI inhibitors | M1AAP inhibition | human PMI inhibition | Myeloid diff MLP | Myeloid diff MLP GFP+ MAC1+ % | TNAP activation fold | XIAP antagonists | ER stress rescue
COc1ccc(NS(=O)(=O)c2cccc(NC(=O)CCC(=O)c3cccs3)c2)cc1 | -1% | -3% | 14% | 4% | 12% | i | 0.2 | 1.2 | -3.1% | -2.3%
COc1ccc2[nH]c(C(=O)O)c(NS(=O)(=O)c3ccc(OC)c(OC)c3)c2c1 | -5% | 6% | -10% | 13% | 8% | i | 0.8 | 1 | -3.7% | 2.1%
NS(=O)(=O)c1ccc(N/N=C/c2ccccn2)c([N+](=O)[O-])c1 | 8% | 4% | 3% | 14% | 2% | i | 1.0 | 0.8 | -6.8% | -1.3%
CCCC1(C)SC(NC(C)=O)=NN1C(C)=O (stereo not drawn) | -8% | 2% | -6% | 10% | -8% | i | 1.9 | 1.1 | -3.1% | -0.8%
O=C(Nc1ccc(F)cc1F)c1ccccc1-c1ccccc1 | -4% | 2% | 12% | -1% | 15% | i | 0.4 | 1.1 | -7.1% | 0.3%
Cc1ccc(C(=O)NCCSc2ccc(Cl)cc2)cc1[N+](=O)[O-] | -5% | -3% | 3% | 8% | 6% | i | 1.2 | 1 | 2.5% | -0.9%
O=C(CNc1ccc(C(F)(F)F)cc1[N+](=O)[O-])OCC(=O)c1ccccc1 | -7% | 10% | 8% | 7% | 11% | i | 0.6 | 1 | -7.1% | 1.2%
Cc1cccc(C)c1OCC(=O)Nc1cccc(-c2nnc(-c3ccccc3)o2)c1 | -9% | -16% | 20% | 2% | 24% | nt | nt | 1.1 | -2.9% | -0.1%
c1ccc(Cc2nnc3n2N=C(c2ccccc2)CS3)cc1 | -6% | -3% | 14% | 10% | 13% | i | 0.1 | 1.1 | -2.6% | 1.4%
CS(=O)(=O)N(CCc1ccccc1)CC(=O)N1CCN(Cc2ccccc2)CC1 | -7% | -5% | 9% | 3% | 2% | i | 1.6 | 1.1 | -6.1% | -0.3%
O=C(CN(Cc1ccco1)C(=O)c1ccc(Cl)cc1)Nc1ccc(Cl)c(Cl)c1 | -10% | -3% | 8% | 1% | 3% | i | 0.9 | 1.1 | -1.9% | 0.5%
Clc1ccc(-c2ccc(/C=N/Nc3cc(N4CCOCC4)nc(N4CCOCC4)n3)o2)cc1 | -9% | 6% | 54%* | -3% | 47% | i | 0.9 | 1 | -8.3% | -0.2%
O=C(NCCCl)NNc1c(Cl)cc(Cl)cc1Cl | -5% | -141% | -41% | -8% | -58% | i | 0.7 | 0.9 | -7.1% | -0.4%
CCOC(=O)c1c(NC(=O)CSc2nc3ccccc3s2)sc(C(C)=O)c1C | 4% | -3% | 12% | 0% | 14% | i | 7.3 | 1.1 | -6.5% | 1.1%
O=C(CCCNS(=O)(=O)c1cccc2nsnc12)NCc1ccccc1 | -2% | 15% | -1% | -18% | 5% | i | 0.7 | 1.1 | -5.0% | 27%
CCCCNc1ccc2nsnc2c1[N+](=O)[O-] | 0% | 7% | -9% | 7% | -2% | i | 0.8 | 1 | -2.9% | 0.3%
CC(C)Cn1c(N)c(C(=O)COC(=O)c2cc(-c3ccccc3)nc3ccccc23)c(=O)n(C)c1=O | 12% | 13% | 12% | 9% | 10% | i | 0.1 | 1 | -20% | -2.9%
COc1ccc(CNC(=O)CS(=O)Cc2nc(-c3ccc(C)cc3)oc2C)cc1 (stereo not drawn) | -6% | 26% | 4% | 18% | 5% | i | 0.9 | 1.1 | 0.2% | 1.6%
O=C(O)c1cccc2c1C(=O)N(C1CCCCC1)C2 | -3% | 0% | -4% | 2% | -6% | i | 2.7 | 1.2 | -5.0% | -0.9%
COc1ccc(C2C(C#N)=C(N)Nc3nc4ccccc4n32)cc1 (stereo not drawn) | -1% | -10% | 3% | 0% | -2% | i | 0.7 | 1.1 | -9.8% | -0.7%
Cc1ccc2cc(N)ccc2n1 | -8% | -14% | nt | 5% | 45% | i | 0.3 | 1.1 | 2.5% | 0.0%
COc1ccc(N2C(=O)C3C(C2=O)C2C=CC3C23CC3)c(OC)c1 (stereo not drawn) | -5% | -11% | 2% | 0% | 2% | i | 0.6 | 1.1 | -1.9% | -3.2%
COc1cccc(C2CC(C(F)(F)F)n3ncc(C(=O)Nc4c(C)n(C)n(-c5ccccc5)c4=O)c3N2)c1 (stereo not drawn) | -14% | -1% | -2% | 14% | -12% | i | 4.5 | 1 | -6.9% | -2.7%
COc1ccccc1/C=C/C=N/n1c(-c2ccccn2)n[nH]c1=S | -2% | -1% | nt | 10% | nt | i | 0.8 | nt | nt | nt
Cc1ccc(NC(=O)c2sccc2C)cc1S(=O)(=O)N(C)C | -8% | -5% | -5% | 0% | 1% | i | 0.2 | 1.1 | -3.4% | 14%
O=C(N1CCOCC1)N(Cc1ccco1)CC1CCCO1 (stereo not drawn) | -4% | 0% | 19% | 2% | 10% | i | 1.2 | 1.1 | -4.2% | -1.8%
O=S(=O)(NCc1cccnc1)c1cccc2nsnc12 | -2% | -3% | -2% | -2% | 0% | i | 2.0 | 1.1 | -1.6% | 1.3%
COc1cc(C(=O)Nc2ccc(O)cc2)ccc1OC(C)=O | -3% | 5% | 4% | 1% | 8% | i | 1.1 | 1.1 | -0.9% | -1.8%
COc1ccc(CCNC(=O)C2CC(=O)N(CCc3ccc(C)cc3)C2)cc1OC (stereo not drawn) | -7% | 6% | -13% | 15% | -18% | i | 0.1 | 1.1 | -3.7% | -1.4%
O=S(=O)(c1ccccc1)N1CCC(n2nnc3cc(F)ccc32)CC1 | -1% | -10% | -1% | 1% | 8% | i | 0.5 | 1 | -4.9% | -0.7%
